# High-throughput results: PubChem, National Center for Advancing Translational Sciences (NCATS)
# Giardia kill: Small Molecules that selectively kill Giardia lamblia: qHTS | Giardia lamblia trophozoite viability | activity change, % at 7.66 µM, hits read low | 340,000 compounds, 0.15% hits | AID 540267, 2011; in the data active = activity change below about -80%; inconclusive = between about -30% and that limit;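 also: parasites exposed to compound for two days anaerobically before the ATP read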
#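 Killing of trophozoites was scored by loss of ATP luminescence after a 48 hrs anaerobic exposure to compounds at 37 deg C, using 100 cells per well.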
# uPA surface inh: qHTS for Inhibitors of Cell Surface uPA Generation | AID 540303, 2011 | Potency, µM (titrated, usually from 38.3 µM), for the others: at the top dose activity change, negative = inhibition, actives largely listed as inhibitors | cell surface uPA generation assay, qHTS | 330,000 compounds, 0.31% hits; active = well fitted inhibition curve with a large enough effect; inconclusive = small, poorly fitted or top-dose-only effect; inactive = no such curve, though single readings can be large or run the other way; tested in mouse RAW 264.7 cells; also: potency is read from the fitted curve at half-maximal effect; nearly all actives have a fitted effect of over 55% in size
# KCNH2 3.1 inh: qHTS for Inhibitors of KCHN2 3.1: Mutant qHTS. AID 720553, 2013. activity change, % (tested at about 1.8 µM). 340,000 compounds, 0.95% hits. U2OS KCNH2 3.1, thallium flux FluxOr; active compounds read low;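 active = maximum activity change below -70%; inconclusive = maximum activity change from -70% to -50%; inactive = maximum activity change above -50%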;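 also: thallium influx rate constant from kinetic fluorescence after stimulation buffer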
#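 U2OS cells transduced with KCNH2 3.1 mutant virus (1.77 x 10^8 /mL, 4 h), plated overnight at 37 C, loaded 45 min with FluxOr dye plus Red40 quencher. Thallium flux rate constant from kinetic reads after stimulation buffer, normalised to controls.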
# * = called active by the depositor; ? = inconclusive; [ ] = dose if it differs, or a comment. % is scaled to controls: 0 for no effect and ±100 for the full control effect. A portion of the library, so the mix of outcomes need not match the whole.
SMILES,Giardia kill,uPA surface inh,KCNH2 3.1 inh
COc1nc(NC2CCCCC2)nc(NC(C)(C)C)n1,30[activator],4%,-11
O=C(O)c1cccc(NS(=O)(=O)c2ccc(Cl)c(C(=O)Nc3cccc([N+](=O)[O-])c3)c2)c1,5,3%,-2
CCOc1ccccc1C(=O)Nc1ccc2nc(N3CCN(c4ncccn4)CC3)cc(C)c2c1,?,0%,-10
COC(=O)C[C@H]1c2cc(F)ccc2S(=O)(=O)N1C(C)C,11,-6%,1
CCOc1cc(C)nc(N2CCC(C(=O)NC3CC3)CC2)n1,0,1%,4
COc1ccc(-n2cnc(=S)[nH]c2=S)cc1,7,-2%,19
CC12CC(=O)C3C(CCC4=CC(=O)CCC43C)C1CC=C2CC(=O)O (centres undefined),-9,-3%,11
Oc1c(CN2CCCCC2)ccc2cccnc12,0,-13%,-12
CCOc1ccc(NC(=O)c2cccc(S(=O)(=O)Nc3c(C)n(C)n(-c4ccccc4)c3=O)c2)cc1,5,10%,1
O=C1NC[C@H](Cc2ccccc2)N(CC2CCN(CCc3ccc(-c4ccccc4)cc3)CC2)C1=O,-5,7%,-93*
Cc1c[n+]([O-])ccc1[N+](=O)[O-],?,-3%,-17
COc1ccc(C(=O)OCC(O)COC(=O)c2ccc(OC)cc2)cc1,-4,3%,-3
COc1cc(-c2nccc3cc4c(cc23)OCO4)cc(OC)c1OC,0,-14%,4
CCC(=O)N1CCc2cc(Br)c(S(=O)(=O)NCCN3CCCCC3CC)cc21 (centres undefined),15,2%,23
O=C(C1CCN(CCc2ccccc2)CC1)N1CCOCC1,-10,1%,6
COc1cc(C(=C(CC(=O)O)C(=O)O)c2ccc3c(c2)OCO3)cc(OC)c1OC,12,5%,-14
Nc1ccc2c(c1)C(=NO)c1ccccc1-2,1,-8%,4
CSc1nnnc2ccccc12,4,-5%,8
Cn1cnc([N+](=O)[O-])c1S(=O)(=O)Oc1ccccc1,-9,-18%,-18
CC(C)CCNC(=O)c1onc(CSc2ccccn2)c1C(=O)NCCC(C)C,-8,26%,24
O=C(CNC(=O)c1ccccc1)Oc1cccc(Cl)c1,-13,0%,3
Nc1c(Br)cc2c([nH]c(=O)c3ccccc32)c1Br,1,-1%,0
CCCCn1c(CN(Cc2ccccc2)Cc2ccccc2)nc2c1c(=O)n(C)c(=O)n2C,-5,10%,0
Cc1cc(NC(=O)COC(=O)[C@H](Cc2ccccc2)NC(=O)c2ccco2)no1,23,-2%,1
ClC1(CNc2ccccc2)CCN(Cc2ccccc2)CC1,-15,-4%,2
Cn1c(=O)c2[nH]c(Cc3cccc4ccccc34)nc2n(C)c1=O,12,1%,2
COc1ccc(C(=O)NNC(=O)c2ccc3ccccc3c2)cc1,3,0%,4
O=C(NN=Cc1ccc2c(c1)OCO2)c1ccccc1,5,-12%,9
O=C(NCCCN1CCOCC1)c1onc(CSc2ccccn2)c1C(=O)NCCCN1CCOCC1,44[activator],-9%,-16
COc1ccccc1NS(=O)(=O)c1cc(C(=O)NC2CC(C)(C)NC(C)(C)C2)ccc1Cl,7,3%,3
CN(CC(=O)Nc1ccccc1Cl)C(=O)COC(=O)CNC(=O)c1ccc(Br)o1,-3,3%,15
CCOC(=O)C1=C(N)n2c(s/c(=C\c3cccnc3)c2=O)=C(C#N)C1c1cccnc1 (centres undefined),-1,0%,24
COc1ccccc1C=Cc1ccnc2ccccc12,11,-1%,-2
COc1ccccc1C=NNC(=O)NN=Cc1ccccc1OC,5,-9%,2
COc1ccc(-c2csc(NCCc3nc4cc(Cl)c(N5CCCCC5)cc4n3CCOCCO)n2)cc1,6,-16%,-2
CS(=O)(=O)N1c2ccccc2[C@]2(Br)C[C@H]3C(=O)N[C@@H](Cc4ccccc4)C(=O)N3[C@H]12,20,5%,-10
CCN(CC)C(=O)Cn1cc(S(=O)(=O)CC(=O)N2CCOCC2)c2ccccc21,12,1%,30
O=C1NC(=O)C(CSc2ccccc2)(c2ccccc2)N1 (centres undefined),11,-3%,5
COc1ccc(Cn2c(-c3ccccc3C)nc3c(c(=O)c4ccccc4n3C)c2=O)cc1,-15,4%,0
c1ccc(-c2cn3nc(-c4ccccc4)sc3n2)cc1,?,-3%,6
O=S1(=O)CCOC[C@H](Cc2ccccc2)N1Cc1ccccc1F,13,4%,-8
CC(=O)N[C@H]1[C@H]([C@H](O)[C@H](O)CO)OC(C(=O)O)=C[C@@H]1O,-2,4%,6
O=C(NC1CC1)C1=C[C@@H](c2ccc(C(F)(F)F)cc2)C[C@@H](OCc2ccc(CO)cc2)O1,10,-23%,0
O=[N+]([O-])c1ccc(-c2cn3ccccc3n2)cc1,4,?,11
O=C(OCc1ccccc1)N(CCCCN(CCCNCc1ccccc1)C(=O)OCc1ccccc1)CCCNCc1ccccc1,-1,-7%,-8
O=C1CCC[C@@H]2[C@H](Cc3ccccc3)[C@@H](O)C[C@@H]3CCN1[C@@H]32,-10,4%,-23
Cc1nnc(NS(=O)(=O)c2ccc(F)cc2)s1,-1,1%,-3
O=C(NCCOc1ccccc1)C1Nc2ccc(C(F)(F)F)cc2C2c3ccccc3CC12 (centres undefined),-22,?,-9
COc1ccc2c(c1)C(=O)Nc1cc(Cl)ccc1N2,6,6%,-5
O=S1(=O)N=C(c2ccccc2)c2ccccc21,-3,-3%,1
# Other records follow.
SMILES,Giardia kill,uPA surface inh,KCNH2 3.1 inh
Cc1cccc2nc(CSc3ccccc3N)cn12,-1,-3%,-4
CC(C)C[C@@H](CN)NC(=O)c1nc[nH]c1C(=O)N[C@@H](C)C(=O)CNC[C@H](CC(C)C)NC(=O)c1nc[nH]c1C(=O)N[C@@H](Cc1ccccc1)C(=O)O,11,13%,9
Nc1ccn(C2CCCCO2)c(=O)n1 (centres undefined),-8,-1%,-26
CCCNC(=O)c1onc(CSc2ccc(F)c(F)c2)c1C(=O)NCCC,21,4%,-5
O=C(CC(=O)c1cccs1)c1ccncc1,0,-4%,2
O=C(Nc1ccccc1)C1=C[C@@H](c2ccc(C(F)(F)F)cc2)C[C@@H](OCCCCO)O1,9,-1%,-6
O=C(COc1ccc(Cl)cc1Cl)Nc1ccccc1F,4,-16%,-25
COCOc1cc(O)c(C(=O)/C=C/c2ccc(OCOC)c(OCOC)c2)c(OCOC)c1,9,?,2
COc1ccc(C(=NN)c2ccc(OC)cc2)cc1,-26,2%,6
C[C@H](NS(=O)(=O)c1ccc(Cl)cc1)C(=O)OCC(=O)NCCc1ccc(S(N)(=O)=O)cc1,2,3%,12
O=C(O)CCC(=O)OCCN(Cc1ccc(Oc2ccc([N+](=O)[O-])cc2)cc1)C(=O)C(Cl)Cl,17,-7%,-22
Nc1c(N=O)c(=O)[nH]c(=O)n1-c1ccccc1,-27,-1%,4
O=C1c2ccccc2C(=O)N1CCOc1ccccc1,0,-4%,2
COc1ccc(C2CC(=O)c3cc(OC)ccc3O2)cc1 (centres undefined),-13,2%,-1
CC1(C)CC(=O)C=C(c2cccs2)C1,17,?,7
Cc1ccc(S(=O)(=O)NN=C2CC3CCC2(C)C3(C)C)cc1 (centres undefined),-10,0%,-3
Cc1ccccc1-c1cccc([C@@H]2C[C@H]3C(CN2)CON3C)c1 (some centres undefined),1,-3%,8
O=S(=O)(/C(=C\c1ccc(C(F)(F)F)cc1)c1nc2ccccc2[nH]1)c1ccccc1,-7,-10%,-13
Cc1cc(O)c2c(c1)CC1C3CCC4CC(=O)CCC4(C)C3CC(=O)C21C (centres undefined),-3,14%,-1
COc1ccc2c(c1)C(=O)CC(c1ccccc1)O2 (centres undefined),19,-5%,-3
c1cc2c3c(cccc3c1)NC1(CCCC1)N2,10,3%,6
CC1CCCN(C(=O)Cn2c(=O)oc3cc(S(=O)(=O)N4CCCCC4C)ccc32)C1 (centres undefined),-10,-21%,-9
O=C(COC(=O)/C=C/c1ccco1)NCCN1C(=O)CSC1=O,-2,0%,-1
Cc1ccc(C2=NOC(C)(c3nnc(-c4ccncc4)o3)C2)cc1 (centres undefined),-4,19%,5
c1csc(-c2nn3c(C4CCCCC4)nnc3s2)c1,-11,-10%,7
COc1ccccc1C(=O)C(=O)c1ccccc1OC,11,1%,2
CCCCn1c(N)c(N(CCOC)C(=O)c2ccc(N3C(=O)c4ccccc4C3=O)cc2)c(=O)[nH]c1=O,9,-13%,8
CCOc1ccc(C(=O)Nc2ccc(N3CCN(C(=O)c4ccco4)CC3)cc2)cc1Br,6,6%,?
C=C1CCN([C@@H](CC(C)C)C(=O)NCc2ccccc2)S(=O)(=O)c2ccccc21,-10,-6%,-4
CCOc1ccc(/C(O)=C2\C(=O)C(=O)N(CCN(C)C)C2c2cc(OC)ccc2OC)cc1Cl (centres undefined),4,7%,-12

# A different layout for some results above:
# Below each SMILES: Giardia kill, uPA surface inh, KCNH2 3.1 inh
- C=C1CCN([C@@H](CC(C)C)C(=O)NCc2ccccc2)S(=O)(=O)c2ccccc21
→ -10, -6%, -4
- CCOc1ccc(C(=O)Nc2ccc(N3CCN(C(=O)c4ccco4)CC3)cc2)cc1Br
→ 6, 6%, ?
- c1csc(-c2nn3c(C4CCCCC4)nnc3s2)c1
→ -11, -10%, 7
- Cc1ccc(C2=NOC(C)(c3nnc(-c4ccncc4)o3)C2)cc1 (centres undefined)
→ -4, 19%, 5

# (listing goes on)
SMILES,Giardia kill,uPA surface inh,KCNH2 3.1 inh
CC(Oc1ccccc1Cl)C(=O)Nc1ccc(S(=O)(=O)N2CCN(C)CC2)cc1 (centres undefined),4,8%,14
COC(=O)C1CC2=C(CCCC2=O)N(Cc2ccccc2)C1=O (centres undefined),-1,-5%,-3
c1ccc(COc2ncnc3c2ncn3CCCNCC2CCCO2)cc1 (centres undefined),11,-4%,-2
CCOC(=O)c1ccc(N=Cc2cnc(N)nc2N)cc1,-3,1%,-15
CCOC(=O)c1ccc2c(c1)nc(C)n2CC,17,-6%,-1
Cc1ccc(Cl)cc1NS(=O)(=O)c1ccccc1,-6,2%,3
COc1ccc(C2CC(c3ccccc3)=NN2C(=O)CSc2nnnn2-c2cccc(C)c2)cc1 (centres undefined),-29,-1%,-1
O=S(=O)(Nc1ccc(-c2ccccc2)cc1)c1ccccc1,1,1%,-1
CC1(c2nnc(Cc3ccccc3)o2)CC(c2ccc(Br)cc2)=NO1 (centres undefined),1,7%,21
COc1ccc(C2(CO)OC(CO)C(O)C2O)cc1 (centres undefined),1,8%,0
O=C(CSc1ccccc1)N1CCN(c2ccc(F)cc2)CC1,-27,0%,2
N=c1c2ccccc2nc2n1CCCCCCCCCCC2,6,-6%,-46
COCCN(C(=O)COC(=O)CCOc1cc(C)ccc1C)c1c(N)n(Cc2ccccc2)c(=O)[nH]c1=O,-9,0%,15
COc1ccc(CNC(=O)C(=O)NCC2OCCN2S(=O)(=O)c2ccccc2)cc1 (centres undefined),6,2%,-16
Nc1ccc2c(c1)C(O)c1ccc(Cl)cc1-2 (centres undefined),-2,2%,8
CCC(C)c1c(NS(=O)(=O)c2ccc(C)cc2)o[nH]c1=O (centres undefined),-7,-2%,28
Nc1c(O)cccc1C(=O)O,-19,-19%,12
Nc1ccc2cc3[nH]c4cc(N)ccc4c3nc2c1,-12,-13%,10

# Of the compounds above, these contain a Cl atom.
SMILES,Giardia kill,uPA surface inh,KCNH2 3.1 inh
O=C(O)c1cccc(NS(=O)(=O)c2ccc(Cl)c(C(=O)Nc3cccc([N+](=O)[O-])c3)c2)c1,5,3%,-2
O=C(CNC(=O)c1ccccc1)Oc1cccc(Cl)c1,-13,0%,3
ClC1(CNc2ccccc2)CCN(Cc2ccccc2)CC1,-15,-4%,2
COc1ccccc1NS(=O)(=O)c1cc(C(=O)NC2CC(C)(C)NC(C)(C)C2)ccc1Cl,7,3%,3
CN(CC(=O)Nc1ccccc1Cl)C(=O)COC(=O)CNC(=O)c1ccc(Br)o1,-3,3%,15
COc1ccc(-c2csc(NCCc3nc4cc(Cl)c(N5CCCCC5)cc4n3CCOCCO)n2)cc1,6,-16%,-2
COc1ccc2c(c1)C(=O)Nc1cc(Cl)ccc1N2,6,6%,-5
O=C(COc1ccc(Cl)cc1Cl)Nc1ccccc1F,4,-16%,-25
C[C@H](NS(=O)(=O)c1ccc(Cl)cc1)C(=O)OCC(=O)NCCc1ccc(S(N)(=O)=O)cc1,2,3%,12
O=C(O)CCC(=O)OCCN(Cc1ccc(Oc2ccc([N+](=O)[O-])cc2)cc1)C(=O)C(Cl)Cl,17,-7%,-22
CCOc1ccc(/C(O)=C2\C(=O)C(=O)N(CCN(C)C)C2c2cc(OC)ccc2OC)cc1Cl (centres undefined),4,7%,-12
CC(Oc1ccccc1Cl)C(=O)Nc1ccc(S(=O)(=O)N2CCN(C)CC2)cc1 (centres undefined),4,8%,14
Cc1ccc(Cl)cc1NS(=O)(=O)c1ccccc1,-6,2%,3
Nc1ccc2c(c1)C(O)c1ccc(Cl)cc1-2 (centres undefined),-2,2%,8
